# GPR151 activ: activates the human receptor GPR151; activation, % at 11.2 µM; PathHunter beta-arrestin GPR151 cells, luminescence; AID 1508602; Q8TDV0; 650,000 compounds, 1% hits; in the data active = activation above about 4.9%;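 also: 0% = median of compound wells and 100% = cells with positive control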
# Target sequence (Q8TDV0 whole entry, looked up): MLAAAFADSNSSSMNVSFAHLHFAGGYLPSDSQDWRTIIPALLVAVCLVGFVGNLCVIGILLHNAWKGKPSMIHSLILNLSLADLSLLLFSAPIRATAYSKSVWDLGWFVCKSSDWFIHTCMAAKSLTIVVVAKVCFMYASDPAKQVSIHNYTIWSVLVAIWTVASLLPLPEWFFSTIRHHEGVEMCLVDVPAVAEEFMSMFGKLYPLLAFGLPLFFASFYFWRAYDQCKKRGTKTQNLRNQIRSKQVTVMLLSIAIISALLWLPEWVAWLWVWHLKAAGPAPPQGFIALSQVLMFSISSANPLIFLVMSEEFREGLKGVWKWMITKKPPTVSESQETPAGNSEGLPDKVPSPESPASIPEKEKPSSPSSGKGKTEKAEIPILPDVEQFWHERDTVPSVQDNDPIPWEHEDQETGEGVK
# MITF inh: inhibitors of human MITF | inhibition, % at 2.6 µM | 650,000 compounds, 0.91% hits | AlphaScreen MITF homodimerization, bead proximity signal | AID 1259374 | O75030; in the data active = inhibition above about 50%;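 also: 0% = vehicle wells with protein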
# Target sequence (O75030 whole entry, looked up): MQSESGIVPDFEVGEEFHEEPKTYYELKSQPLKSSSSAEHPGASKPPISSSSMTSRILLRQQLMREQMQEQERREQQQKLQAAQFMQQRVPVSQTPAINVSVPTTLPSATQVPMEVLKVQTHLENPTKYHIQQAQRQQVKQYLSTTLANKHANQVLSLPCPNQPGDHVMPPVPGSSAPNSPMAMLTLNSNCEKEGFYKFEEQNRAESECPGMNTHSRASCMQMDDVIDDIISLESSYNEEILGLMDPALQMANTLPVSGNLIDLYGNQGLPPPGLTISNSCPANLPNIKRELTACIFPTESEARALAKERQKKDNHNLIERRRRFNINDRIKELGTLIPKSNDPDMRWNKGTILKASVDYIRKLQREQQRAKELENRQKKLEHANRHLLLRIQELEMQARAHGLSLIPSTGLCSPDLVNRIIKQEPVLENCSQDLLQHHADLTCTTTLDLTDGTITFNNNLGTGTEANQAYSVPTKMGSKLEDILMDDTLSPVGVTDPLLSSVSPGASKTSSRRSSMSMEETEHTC
# TEAD-YAP block: TEAD-YAP interaction inhibition. 640,000 compounds, 1.4% hits. HEK-TIYL cells, TEAD-Gal4/YAP UAS-luciferase luminescence. inhibition, % at 9.12 µM. AID 1259422; in the data active = inhibition above about 32%;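 also: 0% = median of test compound wells and 100% = reference inhibitor wells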
# FBW7 act: human FBW7 E3 ligase activation, primary screen; Q969H0; AlphaScreen FBW7–phospho-cyclin E peptide binding, activator screen; normalized activity (activation), % at 26.1 µM; 650,000 compounds, 0.13% hits; in the data active = normalized activity above about 1.9%;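 also: purified mutant Fbw7 with reduced substrate affinity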
# Numbers without * were called inactive.
# Sample of the layout:
item | canonical_smiles | GPR151 activ | MITF inh
1 | O=C1[C@H]2CC=CC[C@H]2C(=O)N1CNc1ccc(F)cc1 | -0.5 | 2
2 | CC(=N\NC(=O)c1ccc([N+](=O)[O-])cc1)/C(=N/O)C(=O)Nc1ccccc1 | -1.1 | 15
3 | Cc1cccc(-c2nc3n(n2)C(=O)CC(c2ccco2)S3)c1 (centres undefined) | -1.4 | 5
4 | Cc1cccc(-c2noc(CNC(=O)C(C)(C)Oc3ccc(Cl)cc3)n2)c1 | -2.1 | -3
5 | COc1cc2c(cc1NC(=O)C(Cl)Cl)oc1ccccc12 | -1.8 | 0
6 | O=C(CSc1ccc(-c2ccco2)nn1)N1CCOCC1 | -1.5 | -3
7 | COc1ccc(OCC(=O)Nc2ccc3oc(-c4ccccc4C)nc3c2)cc1 | 0.1 | 15
8 | CCOc1ccccc1NC(=O)c1nn(C)c2c1COc1ccccc1-2 | -1.9 | 6
9 | CN1CCN(c2ccc(C(=O)N3CCC[C@@H]4CN(Cc5cccs5)CC[C@H]43)cc2)CC1 | 0.0 | -4
10 | Cc1ccc2oc(=O)c3cnn(CC(=O)N4CCc5ccccc5C4)c3c2c1 | 0.1 | -6
11 | CCCCNS(=O)(=O)c1ccc(NC(=O)/C=C/c2ccc3c(c2)OCO3)cc1 | 0.0 | 4
12 | O=C(Nc1ccc2oc(-c3cccc(Cl)c3)nc2c1)c1cccc(F)c1 | -0.2 | 0

item | TEAD-YAP block | FBW7 act
1 | 2 | -0.3
2 | 4 | 0.8
3 | 5 | 0.1
4 | 1 | 0.0
5 | -15 | 0.2
6 | 1 | -0.3
7 | -33 | 0.0
8 | -2 | 0.4
9 | -3 | 0.2
10 | -8 | 0.1
11 | 24 | 0.1
12 | -8 | -0.1

item | canonical_smiles | GPR151 activ | MITF inh
13 | O=C(O)c1cccc(NC(=O)c2ccc(Br)cc2)c1 | -10 | 15

item | TEAD-YAP block | FBW7 act
13 | -33 | 0.1

# The whole of this part, repeating the preview:
item | canonical_smiles | GPR151 activ | MITF inh
1 | O=C1[C@H]2CC=CC[C@H]2C(=O)N1CNc1ccc(F)cc1 | -0.5 | 2
2 | CC(=N\NC(=O)c1ccc([N+](=O)[O-])cc1)/C(=N/O)C(=O)Nc1ccccc1 | -1.1 | 15
3 | Cc1cccc(-c2nc3n(n2)C(=O)CC(c2ccco2)S3)c1 (centres undefined) | -1.4 | 5
4 | Cc1cccc(-c2noc(CNC(=O)C(C)(C)Oc3ccc(Cl)cc3)n2)c1 | -2.1 | -3
5 | COc1cc2c(cc1NC(=O)C(Cl)Cl)oc1ccccc12 | -1.8 | 0
6 | O=C(CSc1ccc(-c2ccco2)nn1)N1CCOCC1 | -1.5 | -3
7 | COc1ccc(OCC(=O)Nc2ccc3oc(-c4ccccc4C)nc3c2)cc1 | 0.1 | 15
8 | CCOc1ccccc1NC(=O)c1nn(C)c2c1COc1ccccc1-2 | -1.9 | 6
9 | CN1CCN(c2ccc(C(=O)N3CCC[C@@H]4CN(Cc5cccs5)CC[C@H]43)cc2)CC1 | 0.0 | -4
10 | Cc1ccc2oc(=O)c3cnn(CC(=O)N4CCc5ccccc5C4)c3c2c1 | 0.1 | -6

item | TEAD-YAP block | FBW7 act
1 | 2 | -0.3
2 | 4 | 0.8
3 | 5 | 0.1
4 | 1 | 0.0
5 | -15 | 0.2
6 | 1 | -0.3
7 | -33 | 0.0
8 | -2 | 0.4
9 | -3 | 0.2
10 | -8 | 0.1

item | canonical_smiles | GPR151 activ | MITF inh
11 | CCCCNS(=O)(=O)c1ccc(NC(=O)/C=C/c2ccc3c(c2)OCO3)cc1 | 0.0 | 4
12 | O=C(Nc1ccc2oc(-c3cccc(Cl)c3)nc2c1)c1cccc(F)c1 | -0.2 | 0
13 | O=C(O)c1cccc(NC(=O)c2ccc(Br)cc2)c1 | -10 | 15
14 | O=C(O)C1C2C=CC3(CN(Cc4cccc(Cl)c4Cl)C(=O)C13)O2 (centres undefined) | -1.0 | -3
15 | CC1C(=O)NCCN1C(=O)C1COc2ccccc2O1 (centres undefined) | -0.6 | 10
16 | CC1(C)CC(NC(=S)Nc2cccc3ccccc23)CC(C)(C)N1 | 2.5 | 3
17 | COc1ccc(C(=O)N=c2sc3cc(F)ccc3n2C)cc1OC | -0.5 | 4
18 | COc1cccc(NC(=O)CSc2nc(-c3cccc(C)c3)ns2)c1 | -5.0 | 3
19 | Cc1ccc(C)c(-n2c(=O)c(C#N)cc3c(=O)n4cccc(C)c4nc32)c1 | -0.9 | 1
20 | COc1cccc2cc(C(=O)NCCN3CCOCC3)c(=O)oc12 | -0.8 | 13

item | TEAD-YAP block | FBW7 act
11 | 24 | 0.1
12 | -8 | -0.1
13 | -33 | 0.1
14 | 8 | 0.5
15 | -8 | -0.1
16 | -8 | 0.3
17 | -24 | -0.1
18 | -1 | 0.2
19 | 0 | 0.0
20 | -5 | 0.0

item | canonical_smiles | GPR151 activ | MITF inh
21 | O=C(c1cccc([N+](=O)[O-])c1)c1nc2c(n1O)CCCCC2 | 1.6 | 4
22 | Nc1nonc1C(=O)NCCO | -0.9 | 9
23 | O=C(NCc1ccccc1)c1csc(N2CCc3ccccc3C2)n1 | 0.0 | 4
24 | CC(C)=CC(=O)OC(C)C(=O)NC(=O)NC1CCCCC1 (centres undefined) | -0.3 | -2
25 | COc1cccc(NC(=O)CSc2nnc(-c3ccccc3)n2-n2cccc2)c1 | 1.2 | -5
26 | Cc1c(C(C)O)nnn1-c1nonc1N (centres undefined) | 1.0 | -7
27 | CCCNc1cc(-c2ccc(C(N)=O)cc2)ncn1 | 0.0 | 11
28 | N#Cc1c(-c2cccs2)cc(-c2cccs2)nc1SCC(=O)OCc1ccccc1 | 0.0 | 15
29 | Nc1ccc2nc(SCc3ccc(C(=O)O)cc3)sc2c1 | -1.2 | -1
30 | CCOc1ccc2nc(/N=C3/NC(=O)/C(=C/C(=O)OC)N3)nc(C)c2c1 | -0.8 | 8

item | TEAD-YAP block | FBW7 act
21 | 2 | -0.1
22 | -5 | 0.0
23 | -6 | -0.1
24 | -4 | -0.1
25 | -3 | 0.2
26 | -10 | 0.0
27 | -12 | 0.1
28 | 13 | 0.2
29 | 1 | 0.1
30 | 2 | 0.7

item | canonical_smiles | GPR151 activ | MITF inh
31 | Cc1nc2c(C(=O)NC3CCC4(CC3)OCCO4)cnn2c(C)c1Cc1ccc(Cl)cc1 | 1.2 | -8
32 | Cn1c(=O)[nH]c(=O)c2c1nc(CN1CCN(c3cccc(Cl)c3)CC1)n2Cc1cccc(Cl)c1 | -1.1 | -4
33 | Cc1nc(NCCNC(=O)Nc2cccc(C)c2C)cc(N2CCCC2)n1 | 0.6 | -7
34 | NNC(=O)c1ccc(NC(=O)C2CC2)cc1 | 0.3 | -4
35 | CC1CCc2c(sc(NC(=O)CCCCCN3C(=O)c4ccccc4C3=O)c2C#N)C1 (centres undefined) | -0.7 | -11
36 | Cc1ccccc1NCC(=O)N/N=C\c1ccc[nH]1 | -0.6 | 9
37 | O=C(NCc1cccc(C(F)(F)F)c1)c1cnc(Nc2nccc3ccccc23)s1 | -0.2 | 11
38 | CC1CN(C(=O)CN2C(=O)NC(CCc3ccccc3)C2=O)CC(C)O1 (centres undefined) | 0.7 | 5
39 | Cc1cccc(-n2nnnc2SCc2ccc([N+](=O)[O-])cc2)c1 | 1.1 | 2
40 | COc1ccc(N(C(=O)c2ccncc2)S(=O)(=O)c2ccc(F)cc2)cc1 | 1.6 | 2

item | TEAD-YAP block | FBW7 act
31 | 7 | 0.1
32 | -8 | 0.0
33 | -7 | -0.2
34 | -9 | 0.0
35 | 4 | 0.1
36 | 8 | 0.8
37 | -9 | 0.3
38 | 5 | -0.1
39 | -1 | 0.1
40 | 1 | 0.0

# Full records as entered above:
# CC1(C)CC(NC(=S)Nc2cccc3ccccc23)CC(C)(C)N1 reads GPR151 activ = 2.5; MITF inh = 3; TEAD-YAP block = -8; FBW7 act = 0.3
# O=C(NCc1cccc(C(F)(F)F)c1)c1cnc(Nc2nccc3ccccc23)s1 reads GPR151 activ = -0.2; MITF inh = 11; TEAD-YAP block = -9; FBW7 act = 0.3

# New compounds follow.
item | canonical_smiles | GPR151 activ | MITF inh
41 | Cc1ccccc1N=C1NC(=O)c2cccc([N+](=O)[O-])c21 | -1.0 | 3
42 | CC1CN(CC(O)COc2ccccc2Cl)CC(C)O1 (centres undefined) | 0.0 | -6
43 | O=C(Nc1cnc2cnc(-c3ccco3)cn12)c1ccccc1 | -1.2 | 28
44 | O=C(NC1CCCC1)c1noc2c1CCc1ccccc1-2 | 1.1 | 0
45 | CCN(CC)C(=O)C1CCCN(C2CCC(=O)N(Cc3ccc(F)c(F)c3)CC2)C1 (centres undefined) | 0.3 | 3
46 | Cc1c(/C=C/C(=O)c2ccc3c(c2)OCCO3)cc(C#N)n1C | 0.0 | 4
47 | Cc1ccc(NC(=O)C(=O)NC(C)C)cc1 | 0.9 | 9
48 | Cc1cc(NCCOc2ccccc2)nc(NCc2ccc3c(c2)OCO3)n1 | 1.0 | -13
49 | CC(C)n1c(Nc2ccncc2)nc2c(NC3CCN(Cc4ccccc4)CC3)ncnc21 | -0.6 | 14
50 | COc1ccc(C(=O)Nc2sc3c(c2C(=O)O)CCCC3)cc1OC | -0.5 | 11

item | TEAD-YAP block | FBW7 act
41 | 3 | 0.1
42 | 0 | -0.1
43 | 5 | -0.2
44 | -50 | 0.1
45 | -10 | 0.0
46 | -9 | 0.0
47 | -63 | 0.2
48 | 13 | -0.2
49 | 8 | 0.0
50 | 31 | 0.0

item | canonical_smiles | GPR151 activ | MITF inh
51 | O=C(Nc1ncc(Cc2ccccc2F)s1)c1cccs1 | -1.0 | 20
52 | CC1=C(C(=O)OC2CCCCC2)C(c2coc3ccc(Cl)cc3c2=O)C2=C(CC(C)(C)CC2=O)N1 (centres undefined) | 0.4 | 3
53 | Cc1ccc(-c2c(C)[nH]n3c(=O)c(Cl)c(C)nc23)cc1 | -0.1 | -15
54 | Cc1cccc(C)c1NC(=O)C12CC3CC(CC(C3)C1)C2 | 0.0 | 10
55 | O=C(Cc1ccccc1)N1CCN(c2ccccn2)CC1 | -1.9 | 4
56 | COc1ccc(C2C(C(C)=O)=C(O)C(=O)N2CCc2c[nH]c3ccccc23)c(OC)c1 (centres undefined) | -0.1 | 11
57 | C=CCNC(=O)NC(=O)COC(=O)C1CC(=O)N(c2ccc3c(c2)OCCO3)C1 (centres undefined) | -2.9 | -2
58 | CN(C)S(=O)(=O)c1ccc(C(=O)Nc2c3c(nn2-c2ccc(Oc4ccccc4)cc2)CSC3)cc1 | 1.1 | -7
59 | c1ccc2[nH]c(CNc3nc(Nc4ccc(-n5ccnc5)cc4)nc4c3ncn4C3CCCCC3)nc2c1 | -2.3 | -9
60 | C=CCSc1nc2c(c(=O)n1C1CCOC(C)(C)C1)C1(CCCC1)Cc1ccccc1-2 (centres undefined) | -0.2 | 10

item | TEAD-YAP block | FBW7 act
51 | -89 | 0.1
52 | 11 | -0.1
53 | -11 | -0.2
54 | 6 | 0.0
55 | 10 | 0.2
56 | -9 | -0.1
57 | -8 | 0.6
58 | -12 | -0.1
59 | -24 | -0.1
60 | 5 | -0.1

item | canonical_smiles | GPR151 activ | MITF inh
61 | COc1cc2c(cc1OC)C(c1cccs1)N(C(=O)C1CC1)CC2 (centres undefined) | 0.1 | 10
62 | CSc1ccc(C2CC(=O)NC3=C2C(=O)CC(c2cccs2)C3)cc1 (centres undefined) | -1.0 | 21
63 | COc1ccc(C2CC(=O)C3=C(C2)Nc2ccccc2NC3c2ccccc2Cl)cc1OC (centres undefined) | 2.0 | 2
64 | Cc1ccc([N+](=O)[O-])cc1NC(=O)CC(C)(C)C | 0.1 | -11
65 | Cc1cc(=O)n(CC(=O)NCc2ccc(F)cc2)c(-n2nc(C)cc2C)n1 | 0.4 | -1
66 | O=C(OCC(=O)c1ccc(Br)s1)c1ccc2c(c1)OCO2 | -1.9 | 6
67 | CCOc1ccc(/C(O)=C2\C(=O)C(=O)N(CCN(CC)CC)C2c2ccccc2F)c(C)c1 (centres undefined) | -0.7 | 23
68 | Cc1nc(NCc2ccc(F)cc2)c2c(C)c(C)sc2n1 | 1.0 | 8
69 | O=C(Cn1c(=S)[nH]c2ccccc2c1=O)NCc1ccco1 | 1.4 | 1
70 | COCCNC(=O)C1CC(c2cccc(Br)c2)=NO1 (centres undefined) | -0.6 | 7

item | TEAD-YAP block | FBW7 act
61 | -6 | 0.0
62 | 7 | 0.2
63 | 0 | -0.1
64 | 3 | 0.6
65 | 0 | -0.3
66 | -3 | 0.1
67 | 0 | 0.2
68 | 35* | 0.1
69 | 0 | 0.0
70 | 0 | 0.1

item | canonical_smiles | GPR151 activ | MITF inh
71 | Cc1cccc(OCC(=O)Nc2cc3nn(-c4ccccc4)nc3cc2C)c1 | -1.4 | 2
72 | COc1ccc(-c2nnc3ccc(SCC(N)=O)nn23)cc1 | -0.1 | 7
73 | O=C(CCCCCn1c(=S)[nH]c2ccsc2c1=O)NC1CCCCC1 | -0.7 | 1
74 | COc1ccc(CCNc2nc(Cl)nc3c2ncn3CCN2CCCC2=O)cc1 | -0.6 | 13
75 | Cc1ccccc1OCC(=O)NC1C2CC3CC(C2)CC1C3 (centres undefined) | -1.2 | -1
76 | Cc1ccccc1NC(=O)Nc1cccc2ccccc12 | 0.3 | -16
77 | C=C(C)C(=O)Nc1ccc(O)cc1C(=O)O | 1.8 | -1
78 | Cc1[nH]nc2c1C(C(C)c1ccccc1)C(C#N)=C(N)O2 (centres undefined) | 2.6 | -2
79 | CN=c1scc(-c2cccs2)n1/N=C/c1ccccc1O | -4.9 | 4
80 | COc1ccccc1OCC(=O)NNC(=O)C(C)(C)C | 1.0 | 27

item | TEAD-YAP block | FBW7 act
71 | 0 | -0.1
72 | -4 | -0.1
73 | 0 | -0.1
74 | 2 | 0.6
75 | 4 | 0.2
76 | -5 | -0.1
77 | 5 | 0.1
78 | 2 | 0.1
79 | 95* | -0.1
80 | 5 | 0.1

# Screening results (PubChem BioAssay)
